High-throughput results from PubChem BioAssay.
EPAC1 agonist – EPAC1 (human) agonism | O95398 | EPAC1 agonist qHTS, biochemical assay; response scale: 100% = response to 6.5 mM cAMP | Potency, µM (series often up to 154 µM), without a hit: at the top dose activation, actives largely listed as activators | 360,000 compounds, 0.073% hits | AID 720707; note: potency is the fitted concentration of half-maximal effect; nearly all actives have a fitted effect of over 60% in size
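Nucleotide exchange assay: 100 nM EPAC1 with 250 nM Rap1B loaded with BODIPY-GDP and 50 uM GDP, room temperature. Fluorescence (480/540 nm) read every 5 min for 30 min; signal change normalized to 6.5 mM cAMP as full agonist.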
PI5P4Ka inh – PI5P4K alpha (human) kinase inhibition | max response, % | PI5P4Kalpha enzyme, ADP-Glo luminescence, 60 min; hits give low values | P48426 | 330,000 compounds, 1.2% hits; active = max response of -50% or lower; inconclusive = between -30% and -50%; inactive = -30% or higher; note: value at the top dose of about 77 µM; % is set by controls: 0 for no effect and ±100 for the full control effect
Target sequence (P48426 whole entry, looked up): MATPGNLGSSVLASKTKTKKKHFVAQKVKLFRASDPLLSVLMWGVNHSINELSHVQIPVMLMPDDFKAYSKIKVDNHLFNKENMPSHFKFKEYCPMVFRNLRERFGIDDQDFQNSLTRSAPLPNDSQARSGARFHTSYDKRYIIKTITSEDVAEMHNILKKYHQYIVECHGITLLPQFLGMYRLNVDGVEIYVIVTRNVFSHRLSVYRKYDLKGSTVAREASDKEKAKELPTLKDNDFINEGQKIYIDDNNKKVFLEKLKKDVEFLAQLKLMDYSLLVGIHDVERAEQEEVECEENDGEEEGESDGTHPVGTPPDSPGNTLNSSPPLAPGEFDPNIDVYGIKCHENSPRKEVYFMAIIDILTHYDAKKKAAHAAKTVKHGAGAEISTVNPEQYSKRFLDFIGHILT
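PI5P4Kalpha ADP-Glo assay; 5 microM ATP final; 60 min RT reaction; HEPES pH 7.4/EGTA/CHAPS, 5% DMSO; controls lacking substrate or enzyme; luminescent end-point.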
Abeta rescue – A-beta toxicity reversal in yeast | Potency, µM (highest dose often 46.1 µM), for inactives: top-dose growth rescue, actives largely listed as activators | 410,000 compounds, 0.063% hits | AID 1347071 | yeast expressing A-beta42, growth rescue, OD600, 48 h; response scale: 0% DMSO, 100% iron-clioquinol control; note: potency is the fitted concentration of half-maximal effect; nearly all actives have a fitted effect of over 55% in size
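Growth rescue measured by 600 nm absorbance after 48 h yeast culture at 30 C with compound. Values normalized between DMSO and an equimolar ferric chloride plus clioquinol control.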
FUS yeast rescue – rescues growth of FUS-expressing yeast; S. cerevisiae FUS-expressing, growth rescue, OD600, 24 h; Potency, µM (top dose mostly 76.6 µM), inactives show at the top dose growth rescue (activation), most hits filed as activators; 390,000 compounds, 0.24% hits; AID 1347120;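 note: potency is the fitted concentration of half-maximal effect; plate controls were DMSO vehicle for no effect and reference control for full effect; nearly all actives have a fitted effect of over 55% in size; some results filed as inactive show a strong effect at the top dose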
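Toxicity suppression screen in FUS-yeast. Cells induced with 2% galactose, starting OD 0.005, treated 24hr at 30C with compounds at multiple final concentrations; growth by OD600.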
IL2 activator – activates IL-2 in a cell-based reporter assay | activation, % (series mostly up to about 46 µM) | IL-2 activation reporter assay, cell-based qHTS; stimulated with anti-CD3/CD4/CD28 beads; in transgenic mouse T cells | 360,000 compounds, 0.065% hits | AID 652025; in the data active = activation above about 50%; inconclusive = mostly about 30% to 49%; note: 0% is about no effect
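Readout is EGFP and DsRed signal by fluorescent plate cytometry after 18 h at 37 degrees C. Transgenic mouse T cells (750/well) received compound for 60 min before bead stimulation (anti-CD3, anti-CD4, anti-CD28); memory T cells served as non-tolerant control.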
WRN inhibitor – blocks human WRN helicase; WRN helicase unwinding, fluorescent forked duplex, kinetic; AID 651768; 360,000 compounds, 0.46% hits; Potency, µM (titrated, usually from 114 µM), for the others: at the highest dose activity change, negative = inhibition, most hits filed as inhibitors; Q14191; note: potency is the fitted concentration of half-maximal effect; % is set by controls: 0 for no effect and ±100 for the full control effect; nearly all actives have a fitted effect of over 55% in size
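WRN at 20 nM final preincubated with compound 15 min at room temperature; reaction started with 100 nM fluorophore/quencher forked duplex oligonucleotide and 2 mM ATP final. Unwinding followed kinetically by red fluorescence (ex 525, em 598 nm).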
EPAC1 antagonist – antagonists of human EPAC1; O95398; EPAC1 GEF assay, Rap1b-BODIPY-GDP exchange fluorescence; Potency, µM (titrated, usually from 115 µM), without a hit: top-dose activity change, negative = inhibition, hits mostly inhibitors; 360,000 compounds, 0.14% hits;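 note: potency is the fitted concentration of half-maximal effect; plate controls were vehicle for no effect and positive control for full effect; nearly all actives have a fitted effect of over 50% in size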
PLK1 PBD inh – inhibitors of human PLK1 polo-box domain binding. P53350. Plk1 PBD binding of FITC phosphopeptide, fluorescence polarization. Potency, µM, for the others: max response, negative = inhibition, most hits filed as inhibitors. 360,000 compounds, 2.8% hits; note: potency is the fitted concentration of half-maximal effect; series mostly up to about 57 µM; % is set by controls: 0 for no effect and ±100 for the full control effect; nearly all actives have a fitted effect of over 65% in size
Target sequence (P53350 whole entry, looked up, the tested form may be a part): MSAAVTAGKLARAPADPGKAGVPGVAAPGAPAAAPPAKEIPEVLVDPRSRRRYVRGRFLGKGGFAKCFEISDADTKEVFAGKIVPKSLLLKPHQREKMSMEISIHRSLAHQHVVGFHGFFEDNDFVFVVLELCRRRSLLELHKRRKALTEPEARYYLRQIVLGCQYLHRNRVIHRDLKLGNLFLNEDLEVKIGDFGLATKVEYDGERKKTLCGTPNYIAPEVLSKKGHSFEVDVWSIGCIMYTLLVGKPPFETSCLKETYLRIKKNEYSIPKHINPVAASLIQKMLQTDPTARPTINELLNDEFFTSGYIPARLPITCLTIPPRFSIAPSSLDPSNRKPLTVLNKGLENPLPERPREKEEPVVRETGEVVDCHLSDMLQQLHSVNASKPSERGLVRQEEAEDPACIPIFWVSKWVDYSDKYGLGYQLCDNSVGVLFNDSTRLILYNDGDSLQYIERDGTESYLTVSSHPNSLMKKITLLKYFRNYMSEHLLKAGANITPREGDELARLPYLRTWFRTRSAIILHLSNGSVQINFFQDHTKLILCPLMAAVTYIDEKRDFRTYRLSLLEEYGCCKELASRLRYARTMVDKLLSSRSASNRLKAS
aSyn yeast inh – alpha-synuclein toxicity inhibition in yeast. Potency, µM (series often up to 46.1 µM), for inactives: top-dose growth rescue (activation), actives largely listed as activators. Yeast expressing alpha-synuclein, growth rescue, BacTiter-Glo, 24 h. 370,000 compounds, 0.14% hits; note: potency is the fitted concentration of half-maximal effect; % of control where 0% means no effect; nearly all actives have a fitted effect of over 65% in size
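Readout is rescue of growth in alpha-synuclein-expressing yeast, so inhibitors of toxicity appear as activators. Growth after 24 hr at 30 deg C in galactose medium is quantified by luminescence.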
The depositor's hits bear a star; ? = inconclusive; · = no result given; [ ] = remark or other dose. Unless noted, calls come from the whole dose curve; as a rule, active = well fitted curve in the direction sought with a large enough effect; inconclusive = small, poorly fitted or top-dose-only effect, or another doubt; inactive = no such curve, though single readings can be large; an effect the other way counts as inactive or inconclusive.

SMILES | EPAC1 agonist | PI5P4Ka inh | Abeta rescue | FUS yeast rescue | IL2 activator | WRN inhibitor | EPAC1 antagonist | PLK1 PBD inh | aSyn yeast inh
COCC(=O)N1CCC(Oc2ccc(C(=O)N(C)C3CCCCC3)cc2)CC1 | 10.0% | 2.7 | -11.0% | 1.0% | 4.3 | 3.4% | 16.9% | -8.1% | -4.6%
CN(C)c1nc(N/N=C\c2ccc(Cl)c([N+](=O)[O-])c2)nc(Nc2ccc(F)cc2)n1 | 5.8% | · | 28.1% | 25.7% | -3.9 | -14.2% | -0.9% | 0.0% | -25.3%
COc1ccc(NC(=O)C2C3C=CC4(O3)C2C(=O)N(CCN2CCCCC2)C4C(=O)NC2CCCC(C)C2C)cc1 (stereo not drawn) | -0.8% | 2.3 | 2.4% | 11.9% | 0.7 | -18.7% | 2.8% | -2.6% | 1.2%
COc1ccc(CCNS(=O)(=O)c2ccc(OC)c(OC)c2)cc1OC | 11.9% | 1.3 | 2.3% | 18.7% | 0.6 | -4.1% | -4.3% | 0.4% | 0.6%
CC(C(=O)Nc1ccc2c(c1)OCO2)N(C)CC(=O)Nc1ccc(Cl)cc1 (stereo not drawn) | 4.2% | -4.5 | 0.9% | · | -1.7 | ? | -18.7% | 1.2% | -3.3%
Cc1cccc(-c2nc(CS(=O)CC(=O)NCc3cccs3)c(C)o2)c1 (stereo not drawn) | -5.8% | 2.8 | 0.1% | 6.2% | -1.4 | -8.9% | 10.5% | -14.0% | 6.7%
Cc1cc(C=O)sc1[B-](F)(F)F | -15.2% | 1.6 | -8.5% | -6.7% | 0.6 | -3.5% | -3.7% | -15.5% | -12.5%
COc1ccc(Nc2nc(C)cc(C)c2C(N)=O)c(OC)c1 | 0.4% | · | -1.5% | -6.9% | 1.4 | -2.5%[57.1 µM] | 10.4% | -1.5% | 2.5%
NC(=O)CSc1nnc(-c2cnccn2)n1-c1ccccc1 | -11.7% | -0.5 | 2.9% | 4.0% | -0.1 | 2.8% | 4.3% | 0.0% | -0.4%
CCOc1ccc(S(=O)(=O)/N=C(/Nc2ccc(C(C)=O)cc2)c2ccccc2)cc1 | -6.0% | -1.0 | 10.4% | ? | -0.5 | -25.8% | -15.8% | 1.1% | 0.9%
COc1ccc(N2CCN(C(=O)CCSCc3ccccc3F)CC2)cc1 | -4.0% | 0.5 | -2.4% | 27.8% | 1.1 | 3.2% | -5.9% | -1.6% | 9.7%
CC(C)OC(=O)c1cc(Cl)c(=O)n(Cc2ccc(Cl)cc2Cl)c1 | 6.2% | 11.0 | 15.8% | 14.4% | -0.3 | 1.1% | -14.0% | -3.2% | 2.8%
COc1cc(/C=N\NS(=O)(=O)c2ccccc2)cc(OC)c1OC | 3.5% | 3.6 | -9.1% | -12.1% | 0.4 | -0.2% | -13.2% | -6.5% | -2.1%
CCn1c(/C=C2\C(=O)N(C(C)C)c3ccccc32)nc2ccccc2c1=O | 12.0% | 4.5 | -2.1% | 28.6% | 1.2 | -3.7% | -0.5% | 0.0% | 0.8%
O=c1c2cnn(-c3ccccc3)c2nc(-c2cccs2)n1-c1cccc(Cl)c1 | -10.2% | -2.6 | -5.4% | · | -0.1 | -9.2% | -12.5% | 2.8% | 6.7%

Looked up by compound from the list above, 2 records:
SMILES | EPAC1 agonist | PI5P4Ka inh | Abeta rescue | FUS yeast rescue | IL2 activator | WRN inhibitor | EPAC1 antagonist | PLK1 PBD inh | aSyn yeast inh
COc1ccc(Nc2nc(C)cc(C)c2C(N)=O)c(OC)c1 | 0.4% | · | -1.5% | -6.9% | 1.4 | -2.5%[57.1 µM] | 10.4% | -1.5% | 2.5%
CC(C)OC(=O)c1cc(Cl)c(=O)n(Cc2ccc(Cl)cc2Cl)c1 | 6.2% | 11.0 | 15.8% | 14.4% | -0.3 | 1.1% | -14.0% | -3.2% | 2.8%

The results go on:
SMILES | EPAC1 agonist | PI5P4Ka inh | Abeta rescue | FUS yeast rescue | IL2 activator | WRN inhibitor | EPAC1 antagonist | PLK1 PBD inh | aSyn yeast inh
c1ccc2c(c1)nc1n2CCN1CCN1CCCC1 | 9.9% | 13.3 | -18.8% | 2.6% | -4.8 | -3.6% | 7.3% | 0.8% | 1.4%
COCCn1c(C)cc(C(=O)COC(=O)Cc2n[nH]c(=O)c3ccccc23)c1C | 4.8% | -7.3 | -7.9% | 25.8% | -3.3 | -1.5% | -15.8% | -9.8% | -6.6%
Cc1ccc(C(=O)N2CC(=O)Nc3ccc(C)cc3C2c2ccccc2)cc1 (stereo not drawn) | 3.3% | 1.5 | 5.8% | 5.1% | 2.6 | -2.1% | -0.5% | 2.1% | 2.0%
Cc1ccc2c(c1)[C@H]1[C@H](CO2)[C@H](c2ccccc2)[C@]2(C)C(=O)N(Cc3ccco3)CC(=O)N12 | 7.8% | ? | 21.4% | ? | 0.2 | -9.2% | -19.5% | -8.9% | -0.1%
COc1cc2c(cc1NC(=O)Nc1ccc(F)cc1)oc1ccccc12 | -4.9% | 19.2 | -8.3% | · | 0.4 | 14.1% | 4.5% | -4.3% | -5.8%
CCOC(=O)c1c(NC(=O)CSc2nc3ccccc3o2)sc(C)c1C | 10.8% | · | 16.0% | 25.8% | -3.0 | -9.6% | -9.8% | -2.6% | 16.7%
CCOC(=O)C1=CCC(c2ccc(Cl)cc2)N(S(=O)(=O)c2ccc(C)cc2)C1 (stereo not drawn) | 14.2% | 15.2 | 18.0% | ? | -0.6 | -7.0% | -12.3% | -12.7% | 8.6%
O=C(NNC(=O)c1ccc2ccccc2c1O)c1cccs1 | -4.1% | 1.8 | -28.8% | 33.7% | -0.7 | 1.3% | -33.8% | -16.5% | -10.3%
CCCn1c2ccccc2c2cnn(CC(=O)NC3CCCC(C)C3C)c(=O)c21 (stereo not drawn) | 8.8% | 0.1 | 2.0% | -3.5% | 1.0 | -1.8% | -21.7% | -3.7% | 2.5%
COC(=O)c1ccc(OCC(=O)N2CCCc3ccccc32)cc1 | 4.1% | 0.0 | -13.1% | -4.0% | -5.0 | -5.9% | -2.8% | -0.3% | -0.1%
CC(C)CNC(=O)c1cc2nc3c(c(C(F)(F)F)n2n1)CCc1ccccc1-3 | -4.3% | 11.2 | 7.4% | -9.5% | -0.2 | -14.5% | 1.7% | 0.7% | -8.2%
N#CCc1nn(-c2ccc(F)cc2)c(N)c1C#N | 10.1% | -29.8 | 2.7% | -19.2% | 4.7 | -9.2% | -4.5% | -12.6% | -5.6%
O=C1OC(c2ccccc2)(N(Nc2ccccc2)c2ccccc2)c2ccccc21 (stereo not drawn) | 3.4% | 0.9 | -14.9% | 38.7% | -3.3 | -13.1% | -8.6% | 6.4% | 5.7%
Cc1cc(C)c(NC(=O)C2CCCO2)c(C)c1NC(=O)C1CCCO1 (stereo not drawn) | 0.4% | 7.8 | 0.4% | 9.7% | -1.5 | -14.2% | 1.1% | 1.1% | 1.9%
COc1ccc(N2CCN(C(CNC(=O)C(=O)NCc3ccc4c(c3)OCO4)c3ccco3)CC2)cc1 (stereo not drawn) | -5.0% | -3.3 | -2.2% | 19.5% | 1.7 | -6.7% | ? | -11.9% | -10.7%
Cc1ccc(CNC(=O)CCNC(=O)Cn2ccc3ccccc3c2=O)cc1 | 10.9% | -0.4 | 10.1% | 7.2% | -2.4 | 4.7% | -2.8% | -6.8% | -2.6%
Cc1ccc(CNC(=O)c2ccc(N3CCC4(CC3)CC(c3ccccc3)=NO4)c(NC(=O)c3cccc(C)c3)c2)cc1 | -5.9% | -2.8 | -11.8% | -10.5% | 0.2 | 5.1% | 8.2% | 4.7% | -3.2%
COc1ccc(CCn2c(C)cc(C(=O)COC(=O)c3cnc(C)cn3)c2C)cc1 | -1.9% | 1.4 | -8.0% | 28.0% | -3.1 | -3.3% | -10.3% | 2.0% | 3.3%
CC1CN(C(=O)COC(=O)c2cc(=O)c3ccccc3o2)CC(C)O1 (stereo not drawn) | -2.3% | 7.1 | -8.9% | -16.1% | -0.4 | 1.6% | 3.6% | 6.0% | 1.6%
NC(=O)c1ccc(NC(=O)COC(=O)c2c[nH]c3ccccc23)cc1 | -0.4% | -1.8 | -6.5% | 12.4% | 3.8 | -1.4% | 16.2% | -13.5% | -2.1%
CN(C)Cc1cc2ccccc2c2c1COC2 | 7.1% | -1.1 | 0.1% | 39.4% | 0.0 | 6.7% | 14.4% | -12.1% | 4.1%
C#CCOCCOCCOCCNc1nc(N2CCOCC2)nc(N2CCN(C(=O)[C@H](CCC(=O)O)n3cc([C@@H](N)CCCCN)nn3)CC2)n1 | -6.2% | 5.2 | 4.9% | -11.6% | 3.6 | -21.6% | 7.6% | -4.3% | 0.4%
CC1(C)C2CCC1(CS(=O)(=O)N1CCOCC1)C(=O)C2 (stereo not drawn) | -9.6% | · | 15.3% | 0.8% | 0.3 | 6.3% | 5.9% | -1.4% | -16.4%
CCOc1ccccc1OCC(=O)O | -3.4% | -4.2 | 8.6% | 0.7% | 0.3 | -5.3% | -8.0% | -5.6% | -2.0%
CC1c2ccccc2SC(CCCN(C)C)c2ccccc21 (stereo not drawn) | -6.1% | -1.5 | 9.0% | 3.6% | 1.3 | 7.2% | -1.6% | 4.3% | 2.4%
CC1CCN(c2nc(-c3ccccc3)cc(C(F)(F)F)n2)CC1 | -11.8% | 16.6 | 25.2% | -11.1% | -0.1 | -3.4% | 5.6% | 3.6% | -0.3%
Cc1cc(NS(=O)(=O)c2ccc(NC(=O)/C=C/c3c(F)cccc3Cl)cc2)nc(C)n1 | -5.9% | -5.6 | 5.5% | 17.2% | -2.5 | -9.4% | 10.9% | -10.3% | -6.0%
Cc1cccc(NC(=O)NNC(=O)c2ccccn2)c1 | 3.3% | 4.6 | -2.7% | -1.8% | -0.4 | 0.8% | -7.3% | -9.5% | -7.3%
NC(=O)[C@H]1CC2(CC(c3cccc(NC(=O)c4ccccc4)c3)=NO2)CN1C(=O)[C@H]1CCC(=O)N1 (stereo partly drawn) | -1.6% | -4.9 | 1.2% | -11.2% | -0.5 | -1.0% | 12.8% | 5.0% | 0.8%

Rows were taken by chance, and some 4.1% of all compounds hit somewhere here.
